SIAE inh = human SIAE inhibitors, primary screen, biochemical, fluorescence polarization, FP-Rh probe, 1536-well HTS. Sialate O-acetylesterase (Homo sapiens), Q9HAT2. SIAE FP-Rh probe binding. 0.69% of 370,000 active. inhibition, % at 9.66 µM. AID 1053197, 2014;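 active = inhibition above a cutoff: mean of compounds within the control limits plus 3 SD of those, cut at about 17% in these data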;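 note: 0% = plate median of compound wells and 100% = probe without SIAE protein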
ARFGAP1 inh = inhibitors of rat ARFGAP1 GAP activity, primary screen, biochemical, fluorescence polarization, GDP tracer; ADP-ribosylation factor GTPase-activating protein 1 (Rattus norvegicus), Q62848; Arfgap1-stimulated ARF1 GTP hydrolysis, GDP FP detection; inhibition, % at 16.5 µM; 0.26% of 360,000 active;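 active = inhibition above a per-plate limit, mean inhibition of low control wells plus 3 SD, cut at about 25% in these data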;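 note: 0% = DMSO wells with enzyme and 100% = wells lacking Arfgap1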
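System: truncated rat Arfgap1 GAP domain / Benchmarks: high control wells lacking Arfgap1, low control full reaction with DMSO / Times: compound-enzyme preincubation 20 min, reaction 120 min, detection 60 min, 25 °C / Repeats: one replicate per compound / Also added: human ARF1(Δ1-17)-GTP substrate / Measured by: Tracer-displacement fluorescence polarization with EDTA stop, 620/688 nm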
ADAM10 inh = human ADAM10 inhibitors, primary screen, biochemical, QFRET, HTS | Disintegrin and metalloproteinase domain-containing protein 10 (Homo sapiens), O14672 | recombinant ADAM10, EDANS/DABCYL FRET peptide cleavage, 3 h | inhibition, % at 7 µM | 0.62% of 370,000 active;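 active = inhibition above a per-campaign cutoff equal to the mean of compounds falling between control-based bounds plus 3 SD, cut at about 20% in these data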;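 note: 0% = DMSO wells while the 100% control is not disclosed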
ASAP1 inh = inhibitors of human ASAP1 ArfGAP activity, primary screen, biochemical, fluorescence polarization; ASAP1-stimulated ARF1 GTP hydrolysis, GDP FP detection; inhibition, % at 16.5 µM; 0.19% of 360,000 active; Arf-GAP with SH3 domain, ANK repeat and PH domain-containing protein 1 (Homo sapiens), …; in the data active = inhibition above about 25%;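 note: 0% = vehicle with enzyme and substrate and 100% = no enzyme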
TDP2 inh = human TDP2 enzyme inhibitors, primary screen, biochemical, epi absorbance, recombinant enzyme; Tyrosyl-DNA phosphodiesterase 2 (Homo sapiens), O95551; T5PNP hydrolysis, p-nitrophenol absorbance 415 nm; inhibition, % at 12.8 µM; 0.34% of 370,000 active; AID 720702, 2013;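 active = inhibition above the mean of all tested compounds plus 3 SD, set per campaign, cut at about 25% in these data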;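 note: 0% = DMSO with enzyme and 100% = buffer with substrate but no TDP2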
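Read-out basis: percent inhibition. System: recombinant human TDP2. Buffer or medium: Mg2+-containing Tris-HCl buffer, pH 7.5. Repeats: single replicate. Timing: reaction 2 h, 37 °C. Benchmarks: high control without enzyme, low control DMSO plus TDP2. Probe or stimulus: 5 mM T5PNP. Doses: 12.8 µM only. Measured by: epi absorbance of p-nitrophenol freed from T5PNP by hydrolysis.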
PLC-beta3 inh = human PLC-beta3 inhibitors, primary screen, biochemical, fluorescence; Purified PLC-beta3, fluorogenic substrate; inhibition, % at 12.2 µM; 1-phosphatidylinositol 4,5-bisphosphate phosphodiesterase beta-3 (Homo sapiens), Q01970; 0.18% of 370,000 active; AID 720704, 2013; in the data active = inhibition above about 11%;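 note: 0% = median of compound wells on plate and 100% = full blocker control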
PLCg1 inh = PLC-gamma1 enzyme inhibitors, primary screen, biochemical, fluorescence, purified enzyme | 1-phosphatidylinositol 4,5-bisphosphate phosphodiesterase gamma-1 (Homo sapiens), P19174 | fluorogenic substrate | inhibition, % at 12.2 µM | 0.84% of 370,000 active | AID 720700, 2013; in the data active = inhibition above about 9.5%
Target sequence (P19174 whole entry, looked up): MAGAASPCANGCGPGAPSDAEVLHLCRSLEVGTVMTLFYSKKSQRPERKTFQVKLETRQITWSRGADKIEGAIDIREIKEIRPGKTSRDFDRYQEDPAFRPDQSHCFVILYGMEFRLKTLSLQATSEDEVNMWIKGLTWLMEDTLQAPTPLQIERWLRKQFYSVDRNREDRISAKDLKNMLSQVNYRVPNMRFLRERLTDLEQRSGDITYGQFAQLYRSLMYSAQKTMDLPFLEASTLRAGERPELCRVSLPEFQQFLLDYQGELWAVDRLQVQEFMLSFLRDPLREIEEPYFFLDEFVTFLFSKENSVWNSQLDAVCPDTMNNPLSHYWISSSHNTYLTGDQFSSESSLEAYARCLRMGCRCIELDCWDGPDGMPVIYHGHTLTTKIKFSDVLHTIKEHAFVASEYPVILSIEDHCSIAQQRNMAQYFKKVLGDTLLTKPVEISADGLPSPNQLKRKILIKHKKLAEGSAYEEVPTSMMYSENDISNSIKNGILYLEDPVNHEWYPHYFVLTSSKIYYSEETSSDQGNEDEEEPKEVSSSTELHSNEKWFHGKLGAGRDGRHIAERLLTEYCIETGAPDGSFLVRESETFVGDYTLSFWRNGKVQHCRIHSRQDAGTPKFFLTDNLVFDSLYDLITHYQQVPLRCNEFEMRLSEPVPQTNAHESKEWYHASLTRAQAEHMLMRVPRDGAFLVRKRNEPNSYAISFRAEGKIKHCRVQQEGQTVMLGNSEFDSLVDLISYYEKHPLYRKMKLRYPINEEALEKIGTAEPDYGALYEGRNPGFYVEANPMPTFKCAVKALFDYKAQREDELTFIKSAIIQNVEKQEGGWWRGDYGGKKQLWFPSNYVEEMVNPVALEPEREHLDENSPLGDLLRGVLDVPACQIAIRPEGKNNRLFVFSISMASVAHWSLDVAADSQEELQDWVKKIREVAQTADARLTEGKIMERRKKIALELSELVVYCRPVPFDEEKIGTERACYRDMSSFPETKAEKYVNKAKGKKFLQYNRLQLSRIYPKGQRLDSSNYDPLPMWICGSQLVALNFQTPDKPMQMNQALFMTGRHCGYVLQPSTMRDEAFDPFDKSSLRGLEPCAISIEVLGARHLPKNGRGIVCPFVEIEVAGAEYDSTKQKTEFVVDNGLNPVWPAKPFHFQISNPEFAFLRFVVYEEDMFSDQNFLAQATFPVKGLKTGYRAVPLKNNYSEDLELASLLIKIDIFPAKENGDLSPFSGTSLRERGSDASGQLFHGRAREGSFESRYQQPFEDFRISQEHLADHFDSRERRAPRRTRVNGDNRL
ADAM17 inh = ADAM17 inhibitors, primary screen, biochemical, QFRET. recombinant ADAM17, EDANS/DABCYL FRET peptide cleavage. inhibition, % at 6.95 µM. 0.83% of 370,000 active. AID 720648, 2013;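 active = inhibition above the mean of compounds lying between control limits plus 3 SD, set per campaign, cut at about 8.5% in these data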;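 note: 0% = DMSO-only wells as the low control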
DDE Tn6 FP inh = inhibitors of Tn6 peptide binding to fibrin DD(E), primary screen, biochemical, fluorescence polarization, human fibrin, Tn6 probe; Fibrin DD(E) TRITC-Tn6 fluorescence polarization displacement; inhibition, % at 8.3 µM; 0.21% of 370,000 active; AID 720509, 2013;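 active = inhibition above a per-campaign cutoff: mean of compounds within control limits plus 3 SD, cut at about 15% in these data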;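 note: 0% = median of all compound wells on the plate and 100% = blocking peptide control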
DDE Tn7 FP inh = inhibitors of Tn7 peptide binding to fibrin DD(E), primary screen, biochemical, fluorescence polarization, human fibrin, Tn7 probe; Fibrinogen beta chain (Homo sapiens), P02675; FP displacement of FITC-Tn7 peptide from fibrin DD(E); 0% = median of compound wells per plate; inhibition, % at 8.3 µM; 0.13% of 370,000 active;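 active = inhibition above the mean of compounds falling within the control limits plus 3 SD of them, cut at about 14% in these data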;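 note: 0% = plate median of compound wells and 100% = 10 µM Aha-Tn7 peptide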
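system = human fibrin DD(E) protein | quantity = DD(E) 2 µM final | medium = Tris/NaCl/CaCl2 buffer, pH 7.8 | also added = labelled Tn7 tracer, 0.1 µM | compound dosing = single point at 8.3 µM | timing = compound with protein 10 min, then 3 h after probe, room temperature | signal = FP measurement | benchmarks = Aha-Tn7 high control | repeats = one replicate per compound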
An asterisk follows results filed as active; x = not tested or not shown.

Compound,SIAE inh,ARFGAP1 inh,ADAM10 inh,ASAP1 inh,TDP2 inh,PLC-beta3 inh,PLCg1 inh,ADAM17 inh,DDE Tn6 FP inh,DDE Tn7 FP inh
COc1ccc(C(=O)NC(CC(=O)O)c2cc([N+](=O)[O-])ccc2Cl)cc1 (configuration not stated),2,-1,8,-6,-14,5,2,0,-1,2
C=CCNC(=O)CCNS(=O)(=O)c1ccc(Br)cc1,-1,7,7,-6,2,5,1,1,7,-5
Cc1ccc(CCNC(=O)C2CCN(S(=O)(=O)c3ccc4c(c3)NC(=O)CO4)CC2)cc1,-1,-6,-12,-9,1,-6,3,-6,-2,-4
COc1ccc(CCC(=O)NCc2cn3ccc(C)cc3n2)cc1,2,4,-30,6,-6,-12,-16,-4,10,-1
COc1ccc(C2CC(=O)Oc3cc(C)cc(C)c32)cc1 (configuration not stated),-5,-12,-7,18,0,0,-2,0,4,3
COc1ccc(-n2nc(C(=O)NCC(=O)N3CC(C)CC(C)C3)c3ccccc3c2=O)cc1OC (configuration not stated),-6,4,5,-4,-18,-87,-55,-6,10,1
CCOC(=O)c1c(NC(=O)CSc2nnnn2-c2ccc3c(c2)OCCO3)sc(C)c1C,13,-8,0,8,4,-2,-3,-5,-1,0
Cc1nnc(N(C)C(=O)c2ccc3c(c2)OCO3)s1,6,0,8,-5,-8,-4,2,2,0,-4
O=C(NCCN1CCOCC1)c1ccc(CS(=O)(=O)Cc2ccccc2F)o1,3,1,9,19,-13,0,-1,4,-5,0
CSc1ncc(S(=O)(=O)c2ccccc2)c(=O)[nH]1,-2,7,-1,8,6,0,-1,-3,6,-1
Cc1nnc(SCC(=O)NCc2ccc(Cl)cc2)[nH]c1=O,6,-2,8,17,1,-3,2,3,6,1
Cc1ccc(-n2c(COc3ccccc3)nnc2SCC(=O)Nc2ccccc2-c2ccccc2)cc1,-11,x,16,x,-6,3,2,8.9*,-2,6
CC(=O)OC1CCC2C3CCc4cc(OP(=O)(N5CC5)N5CC5)ccc4C3CCC12C (configuration not stated),2,0,-16,18,4,-2,-1,0,-5,-2
CCOc1ccccc1N1CCN(C(=O)c2cc(S(=O)(=O)N(C)C)ccc2N2CCCC2)CC1,3,1,-19,-2,6,-9,-1,-4,1,2
COc1ccc(Cl)cc1S(=O)(=O)N1CCC(C(=O)N2CCOCC2)CC1,2,1,-10,-4,8,-4,2,-5,-4,0
Cc1c(OC(C)C(=O)NCCCn2ccnc2)ccc2c3c(c(=O)oc12)CCC3 (configuration not stated),15,11,-232,1,11,-122,-80,-75,-3,-5
CC(C)(C)n1ncc2c(=O)n(CC(=O)NCc3ccc(F)cc3)cnc21,0,20,3,8,-12,-4,-5,-6,-6,-1
COc1ccc(CNCC#Cc2ccc(C)cc2)c(OC)c1,-5,x,1,x,-7,-1,0,0,-1,0
N#CCCCC#Cc1ccc2c(c1)COc1c3ccccc3nn1-2,1,-2,2,-7,4,2,3,0,-2,-5
CCOc1cccc2cc(C(=O)NCc3ccccc3Cl)c(=O)oc12,-1,-2,2,13,0,-13,-5,1,-2,1
Cc1ccc(NC(=O)c2n[nH]c(=O)c3ccccc23)cc1S(=O)(=O)N1CCOCC1,-10,-5,-3,-3,1,2,-1,0,2,-8
O=C(CCNS(=O)(=O)c1ccccc1C(F)(F)F)NCc1ccc2c(c1)OCO2,-6,18,5,5,-5,4,1,0,-8,-7
COc1ccc2c(c1)[nH]c1c(=O)n(CCN(C)C)cnc12,11,0,-5,-5,9,4,0,-1,3,3
CCn1c2ccccc2c2cc(NC(=O)CN(C)CC(=O)Nc3ccc(N4CCOCC4)cc3)ccc21,2,3,7,3,-1,-2,0,7,5,2
Cc1ccc(N(CC(=O)Nc2ccc(F)c(Cl)c2)S(=O)(=O)c2c(C)noc2C)cc1,-45,7,8,4,12,4,5,-1,0,1

Compound,SIAE inh,ARFGAP1 inh,ADAM10 inh,ASAP1 inh,TDP2 inh,PLC-beta3 inh,PLCg1 inh,ADAM17 inh,DDE Tn6 FP inh,DDE Tn7 FP inh
O=C(C1CC(=O)N(c2ccccc2)C1)N1CCN(c2ccccc2)CC1 (configuration not stated),-11,12,3,4,-13,-5,-3,-1,-4,-5
CC(C)(C)OC(=O)NCCCCCc1cn(CC(=O)NCCCCCCCCCCC(=O)N2CCN(C(=O)OC(C)(C)C)CC2)nn1,-4,1,18,-15,-19,3,6,8,4,3
Cn1nc(C(=O)Nc2nnc(C3CC3)s2)c2ccccc2c1=O,-6,0,5,-2,0,6,3,0,6,10
COc1cccc(/C=C2\Oc3cc(OCC(=O)N4CCCC4)ccc3C2=O)c1OC,-9,4,-2,12,-3,-479,-363,0,-5,5
O=C(/C=C(\Nc1cccc(Cl)c1)c1ccccc1)c1ccccc1,1,1,-9,-5,7,1,1,-4,3,4
CCN(CC)C(=O)c1cccc(-c2csc(C(C)(O)c3cccc(F)c3)n2)c1 (configuration not stated),1,-2,-2,-6,3,-1,1,-1,2,8
O=C(C[n+]1cccc(O)c1)NCc1ccc(Cl)cc1,14,1,-2,2,21,-6,1,-3,5,7
CC(C)c1ccc(-c2csc3nc[nH]c(=O)c23)cc1,-1,-9,6,-7,20,-8,0,0,10,10
COc1ccccc1N(C)S(=O)(=O)c1ccc(C(=O)OCC(=O)N2CCC2)cc1,1,9,3,-11,3,3,0,1,-3,-8
Cc1ccc(C(=O)N2CCN(c3ccccn3)CC2)cc1,2,-2,-4,-10,15,-3,3,0,-8,-5
COc1ccc(NC(=O)CSCc2cc(=O)n3c(C)csc3n2)cc1,0,-9,-14,10,-5,-8,0,-5,0,4
Cc1ccc(C)c(NC(=O)c2ccc(OCc3c(C)noc3C)cc2)c1,3,6,-8,12,0,-3,1,-5,2,6
CC(C)Oc1ccc(Cn2c(=O)sc3ccccc32)cc1,-4,-1,3,10,-8,3,3,-4,5,1
CN(Cc1ccccc1)C(=O)COc1ccc2ccccc2c1,-4,-4,0,3,5,-3,0,0,8,-1
CSc1ccc(CN2CCC(n3nccc3NC(=O)c3ccccc3C)CC2)cc1,1,11,-2,4,14,-4,2,-1,7,3
O=C(C1CCN(Cc2cccs2)CC1)N1CCN(Cc2ccc3c(c2)OCO3)CC1,4,-10,-5,-8,-5,5,6,1,6,1
O=C(O)COc1ccc(-c2nnn(CC(=O)O)n2)cc1,7,6,0,6,6,3,-1,-1,12,-6
O=S(=O)(CCc1ccncc1)C1Cc2cccc3cccc1c23 (configuration not stated),5,5,-62,3,-6,-26,-9,-16,4,4
CCOC(=O)/C=C1\SCC(=O)N1CC(=O)NC(c1ccccc1)c1ccccc1,-9,4,-5,-12,-2,1,0,1,-1,5
COc1cc(C=O)ccc1OCCOCCOc1ccccc1Cl,-3,2,4,-14,-8,1,1,-2,9,5
C=CCN(C(=O)CC(NC(C)=O)c1ccccc1)c1nc(-c2ccc(S(C)(=O)=O)cc2)cs1 (configuration not stated),2,3,-49,0,-13,-63,-43,-20,-8,0
CCOc1nc2cnccc2n(CC(=O)Nc2c(F)c(F)cc(F)c2F)c1=O,-3,1,0,-12,5,-5,1,-2,6,-2
O=C(O)CCCNc1cc(N2CCN(C(=O)c3ccco3)CC2)c2noc3c2c1C(=O)c1ccccc1-3,62*,14,-4,13,30*,-14,-6,-3,32*,-1

A different layout for some results above:
Screens in order – SIAE inh	ARFGAP1 inh	ADAM10 inh	ASAP1 inh	TDP2 inh	PLC-beta3 inh	PLCg1 inh	ADAM17 inh	DDE Tn6 FP inh	DDE Tn7 FP inh
- COc1ccccc1N(C)S(=O)(=O)c1ccc(C(=O)OCC(=O)N2CCC2)cc1
    1	9	3	-11	3	3	0	1	-3	-8
- CSc1ccc(CN2CCC(n3nccc3NC(=O)c3ccccc3C)CC2)cc1
    1	11	-2	4	14	-4	2	-1	7	3
- CCOc1nc2cnccc2n(CC(=O)Nc2c(F)c(F)cc(F)c2F)c1=O
    -3	1	0	-12	5	-5	1	-2	6	-2
- O=C(C1CC(=O)N(c2ccccc2)C1)N1CCN(c2ccccc2)CC1 (configuration not stated)
    -11	12	3	4	-13	-5	-3	-1	-4	-5
- CC(C)Oc1ccc(Cn2c(=O)sc3ccccc32)cc1
    -4	-1	3	10	-8	3	3	-4	5	1

Bioassay records (PubChem BioAssay)
